NCI-60 one-dose screen, 48 h, at 10 µM unless noted. Numbers give growth in % (100 = growth as untreated, 0 = no growth, -100 = all killed).
RXF 393 = RXF 393 renal cancer cells | 6.9% of 77,000 active | AID 1794773
NCI-H226 = NCI-H226 lung cancer; 3.5% of 79,000 active
A498 = A498 renal cancer cells | 5.4% of 76,000 active
ACHN = ACHN renal cancer; 4.9% of 81,000 active; AID 1794771
CAKI-1 = CAKI-1 renal cancer; AID 1794772; 4.7% of 75,000 active
NCI/ADR-RES = NCI/ADR-RES ovarian cells. 4.4% of 81,000 active
NCI-H23 = NCI-H23 lung cancer | 4% of 80,000 active
NCI-H522 = NCI-H522 lung cancer | 8% of 78,000 active
NCI-H460 = NCI-H460 lung cancer; AID 1794736; 6.8% of 82,000 active
* = called active by the depositor; . = no result given; & = joins results of further samples. Rule for the calls: active = growth percent below 10; inactive = the rest. An unsorted share of the library. Share with any hit: about 12%.

SMILES	RXF 393	NCI-H226	A498	ACHN	CAKI-1	NCI/ADR-RES	NCI-H23	NCI-H522	NCI-H460
CCc1ccc2c(c1)CCCC2(C)C	116	86	.	101	95	102	103	88	109
NC(=O)c1cc(NCc2cc(O)ccc2O)ccc1O	112	98	.	100	101	99	100	86	107
Cc1ccc(-c2cc3c(nn2)-c2ccccc2C3=O)cc1	52	.	61	82	77	80	77	80	89
Nc1nc(N)c2c(n1)NC(c1ccc(C(F)(F)F)cc1)CC(c1ccc(Nc3nc(NCCO)nc(N4CCOCC4)n3)cc1)=N2 (stereo not given)	68	70	73	88	80	97	73	53	48
Nc1ccc(S(=O)(=O)c2ccc(N)cc2)cc1	108&104	103&92	106&103	110&97	87	97&101	99&100	95&110	102&109
COc1ccc2oc3c4[nH]c5ccccc5c4c4c(c3c2c1)C(=O)N(C(=O)OC(C)(C)C)C4=O	-1.0*	-1.9*	-11*	-22*	-15*	-18*	-20*	-31*	4.6*
O=C(CCCn1c(=O)oc2ccccc21)Nc1nc2c(s1)CCCC2	107	128	124	115	104	94	110	92	111
O=C(O)c1ccc(C(=O)O)c(C(=O)O)c1	109	103	96	112	77	111	108	105	115
CCCCSc1ncnc2nc[nH]c12	.	102	109	115	108	103	104	47	94
COc1cc2oc(-c3cccc(NC(=O)c4cccc(Br)c4)c3)cc(=O)c2c(OC)c1OC	55	74	47	44	51	53	57	39	35
CCCCN(CCCC)CC(O)c1cc(-c2ccc(Cl)c(Cl)c2)cc2cc(Cl)ccc12 (stereo not given)	95	94	75	62	78	73	70	87	90
CCCCCCCCn1ccc2cc(NC(=O)CN3CCN(c4nc(C)cc(N5CCCCCC5)n4)CC3)ccc21	69	89	119	93	91	85	85	65	93
CC1=CC(OC(=O)C(C)(O)CCC(O)(C(=O)OC2CC(O)(C(C)C)CCC2(C)O)C(C)C)(C(C)C)CCC1 (stereo not given)	101	97	99	100	88	102	94	85	104
CCn1cc(C(=O)O)c(=O)c2cc(F)c(N3CCN(CC(=O)Nc4ccccc4)C(C)C3)c(F)c21 (stereo not given)	101	100	73	98	87	97	91	92	99
O=C(CCCCCCn1cc(-c2ccc(O[C@H]3OC(CO)[C@@H](O)C(O)[C@H]3O)cc2)nn1)NO (stereo not given in full)	96	95	112	108	86	103	102	97	102
COc1cc2oc(-c3cccc(C(=O)Nc4ccc(Cl)cc4)c3)cc(=O)c2c(OCCNC(=O)[C@H](Cc2ccccc2)NC(=O)OC(C)(C)C)c1OC	118	106	100	108	94	107	.	100	107
CS(=O)(=O)Nc1ccc(-c2nn(-c3ccc(S(C)(=O)=O)cc3)cc2/C=C/C(=O)c2ccc(NC(=O)CO[N+](=O)[O-])cc2)cc1	95	89	110	96	98	97	.	99	110
CCC/C(=C\c1ccc(OCOC)c(OCOC)c1)C(=O)NC(Cc1ccccc1)C(O)C(=O)NCc1ccccc1 (stereo not given)	88	91	74	73	91	93	93	88	102
Cc1cccc(C)c1N=c1oc2ccc(Cl)cc2nc1-c1ccccc1O	91	88	95	91	90	86	79	83	97
C=CCONC(=O)Oc1ccccc1	99	100	82	104	84	95	92	87	97
O=C(N/N=C\c1cc(O)c(O)c(O)c1)c1ccc2nc(-c3ccc([N+](=O)[O-])cc3)[nH]c2c1	83	71	81	87	84	101	91	81	87
COc1cc(C(C2=C(O)c3ccccc3C(=O)C2=O)C2=C(O)c3ccccc3C(=O)C2=O)cc(OC)c1OC	109	103	105	100	106	98	84	86	108
COC(=O)C(=O)/C(=C\N1C(=O)CC(=O)NC1=S)C(=O)c1ccc([N+](=O)[O-])cc1	94	94	97	108	104	95	95	82	108
Cc1ccc2c(c1)C(C)Cc1c(Cl)nc(C)nc1N2C (stereo not given)	96	94	72	100	94	97	95	72	98
O=C(Cn1cnc2ccccc21)Nc1ccc(-c2nc3ccccc3s2)cc1	93	63	67	84	62	61	49	67	66

The results go on:
SMILES	RXF 393	NCI-H226	A498	ACHN	CAKI-1	NCI/ADR-RES	NCI-H23	NCI-H522	NCI-H460
Cc1ccc(N=Nc2c(N)nc(N)[nH]c2=O)cc1C	110	93	103	106	94	103	101	92	107
CC(=O)Oc1ccc(/C=C/C(=O)N[C@@H](Cc2ccccc2)C(O)C(=O)NCc2ccccc2)cc1OC(C)=O (stereo not given in full)	104	102	115	86	71	104	93	17	56
CC(=O)N1N=C(c2ccc(Br)cc2)CC1c1ccc(Oc2ccc(Br)cc2)cc1 (stereo not given)	85	83	37	88	71	66	71	69	87
CCCNC(=NC)c1ccc(NC(=O)c2ccc(C(=O)Nc3ccc(C(=NC)NCCC)cc3)cc2)cc1	131	109	116	109	85	105	100	96	102
COc1ccc2nc3sc(C(=O)Nc4ccc(C(=O)/C=C/c5ccc(OC)c(OC)c5)cc4)cc3cc2c1	116	99	106	100	97	107	91	94	103
CCCCCN1C(=O)/C(=c2\sc3n(c2=O)C2C(NN=3)N(CC)C(=O)N2CC)c2ccccc21 (stereo not given)	-29*	9.3*	-28*	2.8*	7.5*	-11*	12	-28*	-75*
CC(=O)Cc1nsc(NC(=O)c2cc(-c3ccc(Cl)cc3)oc2C)n1	113	95	97	108	97	108	101	90	107
N#Cc1c(-c2ccc(F)cc2)nc(SCc2ccc(F)cc2)nc1N1CCOCC1	42	48	72	47	31	64	72	55	74
Cc1nc2ccc(Br)cn2c1-c1nnc(SCc2ccccc2)o1	79	82	97	89	78	94	88	92	102
C/C(=N\NC(=O)c1sc(=S)n(C)c1N)c1cc2ccccc2o1	.	74	33	60	50	49	72	36	37
C[C@H](NC(=O)[C@@H]1CSSC[C@@H](NC(=O)c2nc3ccccc3cc2O)C(=O)NCC(=O)N1C)c1ccccc1	-27*	60	112	45	83	92	39	25	6.6*
COc1ccc(-c2nc(N)nc3c(OC)nccc23)cc1	97	101	.	98	104	106	96	95	.
COc1cc(-c2nn(-c3cccc(NC(=O)CN4CCOCC4)c3)cc2-c2cccnc2)ccc1Cl	85	82	93	88	.	59	91	49	84
CC(C)OC(=O)c1ccc2n1CCCc1cnc(N)nc1-2	116	100	82	107	94	117	117	95	113
O=C(O)Cc1ccc(NC(=O)c2cc(Cl)ccc2Nc2ccnc(C(F)(F)F)c2)cc1	94	93	98	108	95	110	103	84	108
COC(=O)c1cccc(NC2=C(Cl)C(=O)c3nc(C)ccc3C2=O)c1	60	87	71	0.4*	103	90	53	65	101
CC1Cn2c(Cc3ccccc3)nnc2S1 (stereo not given)	97&110	102&111	117	113&108	102&104	105&103	106&101	109	109&106
O=C(NCc1ccccc1)C(c1ccccc1)c1ccccc1	115	101	108	99	97	100	102	82	111
c1ccc(-c2nc(-c3cccs3)no2)cc1	123	91	97	103	100	117	94	97	103
Cc1ccc(Nc2cc(Cl)nc(N)n2)cc1Cl	86	96	59	100	88	91	91	95	94
Cc1ccc(-c2nc(C#N)c(S(=O)(=O)N3CCN(S(=O)(=O)c4ccc(C)cc4)CC3)o2)cc1	117	101	129	110	115	109	.	86	105
COc1ccc(/C=C2\CN(C)Cc3c2nc(N)c(C#N)c3-c2ccc(OC)c(OC)c2)cc1OC	.	.	86	85	72	99	91	94	108
CCOC(=O)/C(C)=N/Nc1ccccc1	104	94	84	95	96	107	105	101	94
Nc1nc(N)c(N=Nc2c(Br)cc(S(N)(=O)=O)cc2Br)c(=O)[nH]1	109	99	97	106	97	99	94	88	105
COc1ccc(NC(=O)Nc2ccc(OCC(=O)N=Nc3c(O)[nH]c4ccc(Br)cc34)cc2)cc1	127	93	111	104	97	101	94	106	100

4 compounds from above, ordered by SMILES length, largest number first:
SMILES	RXF 393	NCI-H226	A498	ACHN	CAKI-1	NCI/ADR-RES	NCI-H23	NCI-H522	NCI-H460
CC(=O)Oc1ccc(/C=C/C(=O)N[C@@H](Cc2ccccc2)C(O)C(=O)NCc2ccccc2)cc1OC(C)=O (stereo not given in full)	104	102	115	86	71	104	93	17	56
COc1ccc(NC(=O)Nc2ccc(OCC(=O)N=Nc3c(O)[nH]c4ccc(Br)cc34)cc2)cc1	127	93	111	104	97	101	94	106	100
N#Cc1c(-c2ccc(F)cc2)nc(SCc2ccc(F)cc2)nc1N1CCOCC1	42	48	72	47	31	64	72	55	74
c1ccc(-c2nc(-c3cccs3)no2)cc1	123	91	97	103	100	117	94	97	103

More compounds follow:
SMILES	RXF 393	NCI-H226	A498	ACHN	CAKI-1	NCI/ADR-RES	NCI-H23	NCI-H522	NCI-H460
COc1ccc(/C=C/C(=O)c2cc(S(=O)(=O)NNC(=O)c3ccncc3)c(OC)cc2OC)cc1	113	106	.	107	96	103	.	101	102
CCCCNNC(=O)c1ccc(Br)cc1	69	63	30	71	60	23	.	.	50
CC(=O)O[C@H]1C[C@@H]2C(C)(C)C(=O)CC[C@@]2(C)c2ccc(C(C)C)cc21	121	101	100	107	90	108	102	98	107
CC1CCCC(C)N1CCOc1cc(N)ccc1C#N (stereo not given)	110	109	91	94	112	108	111	.	107
C(=C/c1ccccc1)/C=C/c1ccccc1	100	110	95	108	106	108	110	.	102
Oc1cccc(/C=N/Nc2ccc3nnc(-c4ccccc4)n3n2)c1	44	48	95	56	57	68	69	41	74
CCOC(=O)/C(O)=C(\C#N)c1ccc(C(C)C)cc1	105	96	95	113	97	109	99	129	108
CNc1nnc(-c2sc3nnc(-c4ccccc4)c(-c4ccccc4)c3c2O)s1	103	106	.	107	72	105	115	111	106
O=C(CCN1C(=O)/C(=C/c2ccc(Cl)cc2)SC1=S)Nc1ncc(Cc2ccc(Cl)cc2)s1	112	.	110	102	98	106	104	92	104
COc1ccc(C2C(OC)C(=O)N2c2ccc(OC)cc2)cc1 (stereo not given)	124	110	86	98	96	95	97	104	112
C#Cc1nc(C(C)=O)cs1	96	100	106	106	87	103	102	92	106
Cc1ccc(C2=Nn3c(nnc3-c3ccccc3)SC2)cc1	-6.8*	61	-12*	52	34	14	37	-2.5*	11
CC(C)C(C)C(N)C(=O)O (stereo not given)	108	102	109	99	99	107	98	91	109
C/C(=N/O)c1ccc(NC(=O)CSc2nnc(-c3cc(-c4ccc(C)cc4)nc4ccccc34)o2)cc1	79	87	68	90	.	80	92	65	93
COc1nc2ccccc2nc1NN	108	106	.	100	90	99	98	92	105
O=C(/C=C/c1ccc(Oc2ccc(Br)cc2)cc1)c1cc2ccccc2oc1=O	102	90	120	87	68	97	89	66	99
C#CCN(CCCOc1ccc(Cl)cc1Cl)CCCSC(=O)CCCCCN1/C(=C\C=C2/CCCC(/C=C/C3=[N+](CCCCCC(=O)[O-])c4ccccc4C3(C)C)=C2Cl)C(C)(C)c2ccccc21	-45*	-11*	13	102	.	106	45	-10*	12
C/C=C(\C)C(=O)OC1CC[N+]2([O-])CCC(COC(=O)/C(=C/C)CO)C12 (stereo not given)	114	104	114	99	99	107	102	95	108
CCc1ccc(Nc2cc(C)c3ccc(O)cc3n2)cc1	53	77	94	74	53	.	90	92	64
Cc1cc(C)nc(NS(=O)(=O)c2ccc(Nc3nc(-c4cccc([N+](=O)[O-])c4)cs3)cc2)n1	101	101	73	98	100	103	96	71	110
COC(=O)[C@H](Cc1ccccc1)n1cc(COC(=O)c2cccc3c(=O)c4ccccc4n(Cc4cn([C@@H](Cc5ccccc5)C(=O)OC)nn4)c23)nn1	116	98	104	103	96	98	95	93	102
Cc1ccc(-c2cc(-c3ccccn3)[nH]c(=O)c2C#N)cc1	85	96	77	76	66	19	95	90	85
COc1cc(-c2nn(C(C)(C)C)cc2-c2ccnc(NCCCNS(=O)(=O)c3ccc(F)cc3)n2)ccc1Cl	8.7*	72	52	84	25	80	82	.	84
Fc1ccccc1Cc1ccccc1	99	89	101	125	94	107	107	108	101
CC(=O)Nc1ccc(S(=O)(=O)N/N=C/CCc2ccccc2)cc1	103	97	107	106	89	111	92	.	113

Next entries.
SMILES	RXF 393	NCI-H226	A498	ACHN	CAKI-1	NCI/ADR-RES	NCI-H23	NCI-H522	NCI-H460
Cc1ccc(Nc2cccc3c2C(=O)c2cccc(Nc4ccc(C)c(S(=O)(=O)O)c4)c2C3=O)cc1S(=O)(=O)O	103	102	92	90	95	107	98	88	100
Clc1cccc(Cl)c1/C=C/c1cc(/C=C/c2ccc(Br)cc2)c2ccccc2n1	83	93	142	100	73	96	98	98	100
C/C(=N/N)c1nnn(-c2ccc(Br)cc2)c1C	103	92	93	101	92	104	100	92	102
CC1(C)c2[nH]c3ccccc3c2C[C@]2(C)[C@H]3CC=C4[C@@H]5C[C@@](C)(C(N)=O)CC[C@]5(C)CC[C@@]4(C)[C@]3(C)CC[C@@H]12	77	60	68	46	58	68	51	52	53
CSc1nc2ncnc(SC)c2[nH]1	.	98	.	103	91	108	96	76	109
Nc1ccc2c(c1)C(=O)OC2	113	109	102	102	96	100	98	96	99
O=C(CN1C(=O)S/C(=C\c2ccc(Cl)cc2)C1=O)Nc1ncc(Cc2ccc(Cl)cc2)s1	119	99	97	97	83	84	89	84	81
COCCOC(CC(F)F)c1ccc2ccccc2c1 (stereo not given)	103	96	90	104	94	104	102	95	106
O=[N+]([O-])c1ccc(/C=N/Nc2nnc(-c3ccncc3)o2)cc1	104	91	91	99	92	110	106	91	108
O=c1[nH]c(Nc2ccc(S(=O)(=O)O)cc2)nc2nc(Nc3ccc(NC(=S)Nc4ccccc4)cc3)nc(-c3ccc(O)cc3O)c12	115	89	111	100	134	109	102	92	105

No new results follow: an excerpt of the list.
SMILES	RXF 393	NCI-H226	A498	ACHN	CAKI-1	NCI/ADR-RES	NCI-H23	NCI-H522	NCI-H460
CCc1ccc2c(c1)CCCC2(C)C	116	86	.	101	95	102	103	88	109
NC(=O)c1cc(NCc2cc(O)ccc2O)ccc1O	112	98	.	100	101	99	100	86	107
Cc1ccc(-c2cc3c(nn2)-c2ccccc2C3=O)cc1	52	.	61	82	77	80	77	80	89
Nc1nc(N)c2c(n1)NC(c1ccc(C(F)(F)F)cc1)CC(c1ccc(Nc3nc(NCCO)nc(N4CCOCC4)n3)cc1)=N2 (stereo not given)	68	70	73	88	80	97	73	53	48
